# Autophagy mod: alters autophagy in cells; MEF GFP-LC3 puncta imaging; test concentration mostly 10 µM; calls only at 10 µM (by protocol); hit rate 0.98% among 190,000; AID 463193;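 active = percentage of spot-positive cells more than 3 SD above its plate mean, without a fluorescence outlier flag or 80% toxicity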;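 note: spot-positive cell cutoff set from DMSO-treated cells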
# bCat nuc transl: alters nuclear translocation of beta-catenin in HeLa cells; immunofluorescence imaging; nuclear translocation activity, % at 5 µM; hit rate 0.3% among 190,000; AID 1665;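 active = nuclear translocation activity above 50% at 5 µM, with a well cell count of 50 or more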;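 note: per-cell ratio of nuclear to cytoplasmic median beta-catenin stain intensity; plate controls were DMSO negative control for no effect and GSK-3 inhibitor IX positive control for full effect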
#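 Assay system: human HeLa cells, native beta-catenin; doses: 5 µM primary, 0.02–20 µM confirmation; incubation: compound treatment 24 h, 37°C, 5% CO2; technique: fluorescence imaging of beta-catenin antibody stain plus DAPI; measure: % activation, nuclear-to-cytoplasmic median beta-catenin signal ratio per cell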
# P. falciparum M1AAP: malaria alanyl aminopeptidase activity blockers – biochemical, fluorogenic H-Leu-NHMec substrate, 1536-well (AID 1445) | recombinant M1AAP, H-Leu-NHMec fluorogenic kinetic assay; higher % means a stronger effect | inhibition, % at 30 µM; hits with a dose series show IC50 in µM | hit rate 0.42% among 220,000;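 active = primary inhibition above the hit cutoff, then over 50% inhibition at one or more dose response concentrations, cut at about 23% in these data, passing the limit was not always enough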;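 note: plate controls were DMSO full reaction for no effect and no enzyme background for full effect; strong numbers were not always called active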
# Insulin prom up: MIN6 insulin promoter up-regulation; MIN6 insulin promoter-GFP reporter, high-content imaging; active compounds read high; hit rate 0.3% among 190,000; z-score at 5 µM; AID 1625;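 active = z-score above 3 at 5 µM with at least 500 cells counted in the well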
# M17LAP inhibition: P. falciparum M17LAP inhibitors, primary screen, biochemical, fluorogenic H-Leu-NHMec substrate, 1536-well (AID 1619) | recombinant M17LAP, H-Leu-NHMec fluorogenic kinetic assay; higher % means a stronger effect | inhibition, % at 30 µM; hits with a dose series show IC50 in µM | hit rate 0.38% among 220,000;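 active = compound inhibiting the enzyme by more than half at any dose during confirmatory dose-response retesting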;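 note: plate controls were full reaction with DMSO carrier for no effect and no enzyme background for full effect; strong numbers were not always called active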
# Dynein cargo inh: dynein cargo transport inhibition | AID 1381 | z-score, hits read low | hit rate 0.47% among 220,000 | 3617.4 mouse cells, GR-EGFP nuclear translocation imaging; test concentration mostly 20 µM; stimulated with dexamethasone, 1 µM; active compounds read low;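 active = plate z-score of nuclear minus cytoplasmic receptor signal below a set negative limit, without overly bright fluorescence or cell loss, cut at about -3.5 in these data, passing the limit was not always enough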;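 note: z-score of nuclear minus cytoplasmic ring GR-EGFP intensity difference per well; some compounds called inactive have numbers as strong as hits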
#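 Buffer or medium: tetracycline-free induction medium containing charcoal-stripped FBS / Reagent: dexamethasone agonist, 1.0 µM final, for 30 min / Technique: automated 10x imaging of fixed Hoechst-stained cells / Times: induction 48 h, compound 1 h, agonist 30 min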
# MT stabilizer: microtubule stabilizers in HeLa cells. HeLa tubulin immunostaining HCS, 24 h; share of cells brighter than vehicle mean+2SD. % tubulin-high responders, % at 10 µM. hit rate 0.83% among 200,000;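 active = plate Z-score above 3 for both tubulin-high and condensed-nucleus cell shares, with cell loss under 80%, at 10 µM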;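 note: anti alpha tubulin signal scored within the nucleus-defined area of each cell; some results filed as inactive read as strong as hits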
# ER stress rescue: protection against thapsigargin-triggered cell killing – 384-well, CSM14.1, ATP luminescence, primary screen (AID 1222); CSM14.1 thapsigargin-induced death rescue, ATP luminescence; higher % means a stronger effect; 190,000 tested, under 10 active; cellular ATP content (survival), % at 20 µM, or EC50 in µM where a hit was titrated;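 active = EC50 below 50 µM in the dose-response confirmation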;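 note: death triggered by thapsigargin at about 15 µM added after 2 h compound pretreatment; cell ATP read after overnight thapsigargin exposure of roughly 18 to 22 hours; normalized against plate controls of thapsigargin alone and 5% DMSO vehicle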
# UTI89 phage lysis: inhibition of K1F phage lysis, E. coli UTI89, bacterial capsule biogenesis inhibitors, alamar blue (AID 488966) | E. coli UTI89 K1F phage lysis, alamar blue, 2 h; higher % means a stronger effect | inhibition, % at 100 µM; hits with a dose series show IC50 in µM | hit rate 0.02% among 340,000;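 active = phage lysis inhibition, versus mean bacterial control, above a set limit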;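 note: capsule biogenesis inhibitors block K1F phage lysis so surviving cells raise fluorescence; higher fluorescence means more inhibition of phage lysis; actives were called in the ten point dose series up to 300 µM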
# Dynein cargo inh cytoplasmic EGFP: second read-out of Dynein cargo inh, no call of its own (marks repeat the call); z-score; measured here: cytoplasmic GR-EGFP intensity; active compounds read high
# Dynein cargo inh nuclear GR-EGFP: also measured in Dynein cargo inh; calls as there; z-score; measured here: nuclear GR-EGFP intensity;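 lower value marks the stronger effect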
# Dynein cargo inh cell count: second read-out of Dynein cargo inh, no call of its own (marks repeat the call); z-score; measured here: cell count per field
# Insulin prom up cell count: further read-out of Insulin prom up, marked with its call; cell count; measured here: cytotoxicity, nuclei count;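 total cells summed across four imaged fields per well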
# bCat nuc transl cell count 5 µM: further read-out of bCat nuc transl, marked with its call; cell count; measured here: cell count, cytotoxicity flag
# MT stabilizer Hoechst-high %: further read-out of MT stabilizer, marked with its call; % Hoechst-high responders; measured here: nuclear condensation Hoechst responders;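 share of cells brighter than vehicle mean plus two SD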
# MT stabilizer cytotoxicity %: recorded beside MT stabilizer, whose call it bears; toxicity, %; measured here: cytotoxicity by cell density;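 0% = mean cell density of plate MIN control wells and 100% = no cells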
# Autophagy mod cell loss 18 h: further read-out of Autophagy mod, marked with its call; toxicity, %; measured here: cell loss, nuclei count;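 cell loss after 18 h compound exposure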
# Active calls of the source: *; i = inactive; · = no result given; + = active, no number; [ ] = another dose, or the depositor's remark. Not a hit list. About 2.9% of those tested had a hit in this group.
SMILES,Autophagy mod,Autophagy mod cell loss 18 h,bCat nuc transl,bCat nuc transl cell count 5 µM,P. falciparum M1AAP,Insulin prom up,Insulin prom up cell count,M17LAP inhibition,Dynein cargo inh,Dynein cargo inh cytoplasmic EGFP,Dynein cargo inh nuclear GR-EGFP,Dynein cargo inh cell count,MT stabilizer,MT stabilizer Hoechst-high %,MT stabilizer cytotoxicity %,ER stress rescue,UTI89 phage lysis
Cc1nc(SC2CCOC2=O)c2c(C)c(C)sc2n1 (stereo unspecified),i,1,0.5,1297,3%,0.06,1594,12%,0.012,-0.19,-0.049,-0.12,1.8,1.8,6.9,1.1%,0.2%
CC(C)C(=O)N(Cc1ccc2c(c1)OCO2)Cc1ccccn1,i,19,-2.8,1181,0%,0.66,1087,5%,-1,-0.34,-0.46,0.22,3.9,2.8,3.0,-1.0%,2.9%
Cc1snc(S(=O)(=O)Cc2ccccc2Cl)c1C#N,i,24,-1.8,810,-4%,0.2,1499,6%,1.6,-0.23,1,-0.25,2.5,2.4,11,-1.4%,0.7%
CCOC(=O)CN(C(=O)COc1nc(-c2ccccc2)cc(C)c1C#N)c1ccc(F)cc1,·,·,0.2,1201,5%,-0.04,1076,-5%,-0.43,-0.22,-0.55,0.74,·,·,·,·,0.3%
O=C(NNC(=O)c1ccc(Cl)cc1Cl)c1cccs1,i,6,0.8,976,2%,0.16,1139,1%,0.04,-0.27,-0.054,0.16,3.4,2.0,6.5,-2.7%,-0.3%
COc1ccccc1C(=O)Nc1nnn(C)n1,i,36,-6.1,918,12%,0.23,1112,11%,-0.31,-0.042,-0.38,0.54,4.4,3.3,9.4,0.8%,1.4%
O=C1CCC(=O)N1c1cccc(OS(=O)(=O)c2ccccc2)c1,i,5,3.3,490,6%,-0.04,1068,10%,-1.1,-0.31,-0.87,0.58,2.1,3.0,2.5,-1.0%,1.2%[50 µM]
CCc1ccc(-c2nc(CN3CCC(C(=O)NCc4ccco4)CC3)c(C)o2)cc1,i,1,1.7,708,9%,-1.9,703,8%,-0.087,-0.13,0.11,0.1,2.0,1.2,5.2,-1.1%,·
COc1ccc(OC)c(NC(=O)CN2CCC(C(=O)c3ccc(C)cc3)CC2)c1,i,-19,-1.6,1146,6%,-0.74,1101,11%,-1,-0.3,-0.16,-0.065,3.3,3.4,8.9,0.9%,1.5%
CCCC(=O)NC(=S)Nc1ccc(N2CCOCC2)c(Cl)c1,i,-2,-2.6,546,5%,1.2,1391,7%,0.31,-0.24,0.23,0.12,6.2,1.4,5.4,6.0%,0.1%
O=C(/C=C\c1cn(-c2ccccc2)nc1-c1ccccc1)Nc1nccs1,i,1,2.6,1102,6%,-0.76,1188,-10%,-0.71,-0.18,-0.19,0.46,3.3,2.9,1.1,-2.4%,4.6%
COc1ccc(S(=O)(=O)N(C)c2ccc(C(N)=O)cc2)cc1,i,-6,-5.2,1185,-1%,·,·,-1%,-0.13,-0.061,0.13,0.14,1.7,0.8,5.4,-2.2%,5.1%
Cc1cc(C)c2nc(N3CCC(C(=O)NCCCN4CC(C)CC(C)C4)CC3)sc2c1 (stereo unspecified),+,12*,24,785,1%,-0.31,1100,5%,5.3,2,4.6,-3.8,4.5,4.6,2.7,0.3%,0.2%
CN(C(=O)COC(=O)c1ccc(NS(=O)(=O)c2cccs2)cc1)C1CCCCC1,i,-2,-1.9,540,2%,0.03,1230,14%,-0.24,-0.32,-0.51,0.79,4.2,3.2,8.8,0.2%,-0.1%
C=CCOc1c2ccc(C(=O)NCCc3ccc(C)cc3)cc2nn1C,i,14,-2.6,1327,-4%,-0.28,1533,-35%,-0.9,-0.14,0.03,0.61,2.5,2.4,8.0,-1.1%,-0.2%
O=C(Nc1ccccc1)c1ccn[nH]1,i,2,-0.3,1333,0%,1.6,1388,3%,0.16,-0.21,-0.8,-0.13,2.7,2.2,3.1,-0.8%,0.8%
CC1(C)Cc2ccccc2C(NNC(=O)c2cccnc2)=N1,i,14,-1.4,1213,10%,-0.08,1278,8%,0.57,-0.038,0.11,0.083,3.5,2.2,4.0,-0.4%,-0.6%
COc1cnc(SC(C)C)[nH]c1=O,i,18,0.0,1030,-4%,-0.55,1457,0%,0.048,-0.27,0.13,0.1,3.2,3.0,1.7,-1.5%,-0.8%
CCC(=O)Nc1ccc(C(=O)N/N=C/c2cc(Br)c(OC)cc2OC)cc1,i,0,-2.0,519,1%,-0.07,1285,0%,-0.79,-0.3,-0.48,0.31,4.0,2.5,0.9,-1.9%,2.2%
COc1ccccc1-c1c(C)nn2c(C)c(C(C)=O)cnc12,i,-9,·,·,8%,-0.01,1273,10%,-1.4,1.2,-0.31,0.22,2.0,1.6,1.4,·,0.5%
O=S(=O)(/C=C/c1ccccc1)N1CCN(c2ccc(F)cc2)CC1,i,-32,1.8,1405,-10%,-0.3,1375,-14%,-0.19,-0.2,0.74,-0.27,2.4,2.1,4.0,-0.6%,0.0%
CCOc1ccc(C(=O)Nc2cccc(C)n2)cc1,i,7,-4.6,1035,1%,0.6,1262,12%,0.5,-0.15,0.57,-0.47,2.3,1.8,7.4,-4.5%,0.5%
CCC(=O)Nc1cc(C)c(NC(=O)c2ccccc2OC)cn1,i,1,-0.4,1114,-2%,0.41,1241,11%,-0.21,-0.32,0.15,-0.35,3.5,1.8,11,-1.6%,2.5%
O=C(NCc1cccnc1)C(=O)NCC(c1ccco1)N1CCN(c2ccccc2)CC1 (stereo unspecified),i,-1,-0.9,1159,5%,0.43,1385,14%,-1,-0.32,-0.74,0.64,1.0,2.3,2.3,-0.8%,-0.2%
CN(C(=O)COc1ccc([N+](=O)[O-])cc1)C1CCS(=O)(=O)C1 (stereo unspecified),i,-12,-0.1,1157,6%,0.58,1384,1%,-0.83,-0.25,-0.29,0.73,3.7,1.9,8.8,-0.2%,·

# Next part, starting with the last three of the part before.
SMILES,Autophagy mod,Autophagy mod cell loss 18 h,bCat nuc transl,bCat nuc transl cell count 5 µM,P. falciparum M1AAP,Insulin prom up,Insulin prom up cell count,M17LAP inhibition,Dynein cargo inh,Dynein cargo inh cytoplasmic EGFP,Dynein cargo inh nuclear GR-EGFP,Dynein cargo inh cell count,MT stabilizer,MT stabilizer Hoechst-high %,MT stabilizer cytotoxicity %,ER stress rescue,UTI89 phage lysis
CCC(=O)Nc1cc(C)c(NC(=O)c2ccccc2OC)cn1,i,1,-0.4,1114,-2%,0.41,1241,11%,-0.21,-0.32,0.15,-0.35,3.5,1.8,11,-1.6%,2.5%
O=C(NCc1cccnc1)C(=O)NCC(c1ccco1)N1CCN(c2ccccc2)CC1 (stereo unspecified),i,-1,-0.9,1159,5%,0.43,1385,14%,-1,-0.32,-0.74,0.64,1.0,2.3,2.3,-0.8%,-0.2%
CN(C(=O)COc1ccc([N+](=O)[O-])cc1)C1CCS(=O)(=O)C1 (stereo unspecified),i,-12,-0.1,1157,6%,0.58,1384,1%,-0.83,-0.25,-0.29,0.73,3.7,1.9,8.8,-0.2%,·
CCC(=O)c1ccc(N2CCN(S(=O)(=O)c3ccccc3)CC2)c(F)c1,i,-1,1.0,1046,-2%,0.08,1468,-3%,-0.5,-0.25,-0.36,-0.2,3.4,2.2,6.6,-0.1%,0.1%
O=C(CCS(=O)(=O)c1ccccc1)Nc1ccc2c(c1)C(=O)NC2=O,i,7,-0.4,1107,2%,1.1,1204,-9%,-0.75,-0.31,-0.27,0.8,1.4,1.4,5.9,-1.2%,0.0%
O=C(NCc1nc2ccccc2[nH]1)c1c(F)c(F)c(F)c(F)c1F,i,-8,-0.6,1509,1%,0.74,1525,-2%,-0.69,-0.24,-0.3,0.78,2.9,2.5,9.6,0.6%,0.3%
COc1ccc(N2CCN(C(=O)c3ccc(CS(=O)(=O)c4ccc(OC)cc4)o3)CC2)cc1,i,9,·,·,8%,0.71,1058,3%,-0.39,-0.2,-0.21,0.017,5.2,2.0,5.2,-1.1%,-2.5%
O=C(c1cccs1)n1nc(-c2ccc(Cl)cc2)nc1NCc1ccco1,i,0,-2.5,1358,2%,0.57,1563,-4%,0.55,-0.23,-0.36,0.023,3.2,2.3,2.2,-0.5%,-0.3%
COc1ccc(-c2nnc(SCC(=O)N3CCCCC3)o2)c(OC)c1,i,9,-5.8,1256,3%,0.56,1098,0%,-1.1,-0.2,0.046,0.38,2.6,2.0,3.3,-4.2%,3.9%
Cc1cccc(C(=O)n2cnnc2N)c1,i,-34,-4.3,1048,-1%,-0.23,1552,0%,-0.39,-0.29,-0.12,0.01,4.5,1.6,7.7,-1.6%,0.3%
O=C1CC(C(=O)N(c2ccc(F)cc2)C(C(=O)NC2CCCC2)c2ccccn2)CS1 (stereo unspecified),i,-3,·,·,-1%,0.26,1241,11%,-0.47,-0.24,-0.24,1.3,3.7,1.7,5.6,·,5.3%
O=C(NC1(C(F)(F)F)Oc2ccccc2O1)N1CCCC1,i,9,3.1,1317,-1%,-0.44,1440,-4%,0.095,-0.26,0.087,-0.48,4.6,2.3,1.5,-1.5%,6.7%

# Compound activity from PubChem.
